High-throughput results (PubChem BioAssay)
NPR1 activator: GC-A (human) enzyme activation; AID 1671463; activation, % at 10 µM; HEK293 GC-A cells, cGMP TR-FRET, EC30 ANP; 0% at EC30 ANP, 100% saturating ANP; 370,000 tested, 0.14% active; in the data active means activation above about 40%
proKLK7 act: proKLK7 (human) activation, primary screen; P49862; purified proKLK7, EDANS-DABCYL substrate fluorescence; 100% is mature enzyme control, 0% vehicle; activation, % at 7 µM; 370,000 tested, 0.9% active; AID 652039;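 active means activation above the mean of all tested compounds plus 3 SD, computed per campaign excluding outliers beyond control limits, cut at about 13% in these data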
DAX1 inh-1: inhibitors of human orphan nuclear receptor DAX1 (NR0B1) | P51843 | HEK293 Gal4-DAX1 luciferase reporter, luminescence | inhibition, % at 6.75 µM | 340,000 tested, 0.99% active | AID 504766;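 active means inhibition above the mean over all tested compounds plus 3 SD, cut at about 4.2% in these data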;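 further: 0% = DAX1-transfected cells with DMSO and 100% = empty-vector control cells with DMSO; inhibition shows as a rise in luminescence from relieved DAX1 repression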
SMARCA2 act: increases SMARCA2 function in MMTV reporter cells; 370,000 tested, 1% active; activation, % at 9.1 µM; AID 652017; MG213 cells, MMTV-luciferase reporter, dexamethasone, overnight; in the data active means activation above about 7.8%;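 further: 0% = vehicle wells and 100% = reference activator wells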
GAA850 FXN act: frataxin GAA850 promoter activation; HEK293 lucGAA850 FXN promoter luciferase reporter, 24 h; percent of 10 µM SAHA response; activation, % at 6 µM; 360,000 tested, 0.56% active; AID 540364;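 active means activation above the average of all compounds screened plus 3 SD, cutoff fixed separately per campaign, cut at about 7.5% in these data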;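 further: 0% = DMSO wells and 100% = 10 µM SAHA wells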
NPR2 activator: GC-B (human) receptor activation. 370,000 tested, 0.11% active. AID 1920062. HEK293-GC-B cells, CNP EC30, cGMP TR-FRET; 0% at EC30 CNP, 100% saturating CNP. P20594. activation, % at 10 µM;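 active means activation at 10 µM reaching about 35% in either raw or pattern-adjusted values, limit read from the data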
Target sequence (P20594 whole entry, looked up): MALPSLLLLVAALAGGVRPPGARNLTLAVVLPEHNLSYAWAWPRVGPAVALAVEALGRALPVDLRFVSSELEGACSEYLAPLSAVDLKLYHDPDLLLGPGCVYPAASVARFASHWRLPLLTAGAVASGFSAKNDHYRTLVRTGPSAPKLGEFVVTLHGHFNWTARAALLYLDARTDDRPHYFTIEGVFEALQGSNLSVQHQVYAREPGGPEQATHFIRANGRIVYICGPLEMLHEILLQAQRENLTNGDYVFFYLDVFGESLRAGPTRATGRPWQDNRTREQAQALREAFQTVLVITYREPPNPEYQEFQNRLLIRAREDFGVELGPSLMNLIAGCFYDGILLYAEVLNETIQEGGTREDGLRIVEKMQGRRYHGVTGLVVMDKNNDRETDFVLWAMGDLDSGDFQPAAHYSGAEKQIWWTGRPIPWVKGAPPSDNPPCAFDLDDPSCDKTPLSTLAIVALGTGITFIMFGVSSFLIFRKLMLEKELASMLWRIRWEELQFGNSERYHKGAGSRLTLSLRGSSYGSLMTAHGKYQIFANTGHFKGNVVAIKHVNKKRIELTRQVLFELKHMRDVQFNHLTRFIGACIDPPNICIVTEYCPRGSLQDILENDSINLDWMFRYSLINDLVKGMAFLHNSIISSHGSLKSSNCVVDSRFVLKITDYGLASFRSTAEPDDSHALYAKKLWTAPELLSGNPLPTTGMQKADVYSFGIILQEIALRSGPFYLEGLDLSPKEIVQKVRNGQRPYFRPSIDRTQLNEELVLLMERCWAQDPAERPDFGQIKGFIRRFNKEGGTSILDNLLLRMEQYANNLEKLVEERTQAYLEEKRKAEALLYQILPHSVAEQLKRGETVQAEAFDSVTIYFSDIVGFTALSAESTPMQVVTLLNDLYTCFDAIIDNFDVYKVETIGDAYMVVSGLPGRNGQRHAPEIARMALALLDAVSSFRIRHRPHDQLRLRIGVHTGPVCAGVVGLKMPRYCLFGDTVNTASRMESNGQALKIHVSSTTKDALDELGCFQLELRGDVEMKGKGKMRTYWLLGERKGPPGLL
hgDAF12 agonist: hgDAF-12 agonism, primary luciferase screen | activation, % at 6.8 µM | 370,000 tested, 1.8% active | AID 687014 | HEK293 GAL4-hgDAF12 UAS-luciferase reporter, agonist luminescence; normalized to butyrate control;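 active means activation above a cutoff set at the mean of all screened compounds plus 3 SD, cut at about 10% in these data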;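 further: 0% = DMSO wells and 100% = sodium butyrate wells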
HGIII-sPLA2 inh: Inhibits HGIII-sPLA2 liposome hydrolysis, primary screen | Q9NZ20 | QFRET BODIPY PC-A2 liposome hydrolysis, fluorescence | AID 743126 | 370,000 tested, 0.56% active | inhibition, % at 12.2 µM;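 active means inhibition above mean plus 3 SD of compounds lying within the high and low control bounds, cut at about 19% in these data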;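 further: 0% = median of test compound wells and 100% = no enzyme DMSO wells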
ssDAF12 agonist: activates DAF-12 receptor from parasite S. stercoralis | HEK293 ssDAF-12/GRIP1 lit1-tk-luc reporter, luminescence; % of 3 µM dafachronic acid response | activation, % at 6.8 µM | 370,000 tested, 1% active;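 active means activation above the mean over all tested compounds plus 3 SD, cut at about 0.9% in these data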;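 further: 0% = DMSO-only wells and 100% = 3 µM delta7-dafachronic acid wells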
hcDAF12 agonist: activators of H. contortus DAF-12 nuclear receptor; HEK293 hcDAF-12 lit1-tk-luc reporter, luminescence; 0% DMSO, 100% Δ7-dafachronic acid; activation, % at 6.8 µM; 370,000 tested, 1.4% active;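 active means activation above the mean of all tested compounds plus 3 SD, cut at about 5.5% in these data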;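 further: 100% = response to 3 µM Δ7-dafachronic acid high control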
DAX1 inh-2: DAX1 (NR0B1) inhibition, primary screen; HEK293T StAR-luciferase reporter, SF-1/DAX-1 repression relief; inhibition, % at 6.8 µM; 370,000 tested, 1.1% active; AID 652010;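 active means inhibition above the mean over all tested compounds plus 3 SD, cut at about 3.6% in these data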;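 further: 0% = DAX-1 cells with DMSO and 100% = cells lacking DAX-1 with DMSO; higher inhibition means more luminescence from relief of DAX-1 repression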
Active calls of the source: *; · = no result given; & = joins results of further samples. Rows are unselected; about 6.7% have a hit in one of these screens.

SMILES	NPR1 activator	proKLK7 act	DAX1 inh-1	SMARCA2 act	GAA850 FXN act	NPR2 activator	hgDAF12 agonist	HGIII-sPLA2 inh	ssDAF12 agonist	hcDAF12 agonist	DAX1 inh-2
Cc1cccc2c(-c3ccccc3)cc(=O)[nH]c12	0	0.2	0.0	-3	-0.3	-2	-1.0	2	-1.4	-1.8	-0.8
C[C@H](CO)N1C[C@H](C)[C@@H](CN(C)S(=O)(=O)c2cn(C)cn2)Oc2c(NC(=O)Nc3ccc4c(c3)OCO4)cccc2C1=O	0	0.5	0.4	1	0.5	2	-0.9	-2	-0.9	-1.4	-0.1
Cc1cc(NCc2cccnc2)no1	6	0.4	2.9	-3	1.7	-3	-2.0	15	-1.4	-2.3	0.0
Cc1cccc(N2CCN(S(=O)(=O)c3ccc4c(c3)CC(C)N4C(=O)C3CC3)CC2)c1C (stereo unspecified)	-1	0.4	0.8	-2	0.0	2	-2.7	2	-1.2	-2.5	-5.1
Cc1nonc1NC(=O)c1oc2ccc(F)cc2c1C	-4	-0.1	-0.2	2	1.9	-2	5.5	2	-0.7	4.7	0.2
CCOC(=O)NC(=O)c1cn(CCN(C)C)c(=O)[nH]c1=O	3	0.2	1.4	-2	4.2	5	2.2	0	-1.7	-0.6	-0.1
Cc1ccc(Oc2ccc(C(=O)NC3CCSC3=O)cn2)cc1 (stereo unspecified)	3	0.1	1.2	0	0.0	-2	1.6	-1	-0.8	1.9	0.4
C(=Cc1cnnc2ccccc12)c1ccccc1	-7	-0.4	2.1	4	6.4	-8	13*	4	0.6	2.6	2.1
COc1cc(OC)cc(OCC(O)Cn2cnc3cc(C)c(C)cc32)c1 (stereo unspecified)	-17	-0.6	-0.8	-3	-1.3	-17	0.4	-17	-1.3	-1.7	-0.5
CSc1cccc(NC(=O)CCCNC(=O)c2ccc(Cl)cc2)c1	-3	-0.4	-0.3	2	1.6	-10	0.2	-10	-0.9	-0.5	0.0
O=[N+]([O-])c1ccc(N/N=C\c2ccccc2OCc2ccccc2)cc1	7	0.1	-1.3	-3	0.8	4	-2.1	8	-1.0	-0.7	-0.2
CCCCc1nc(Cl)c(CO)n1Cc1ccc(-c2ccccc2-c2nn[nH]n2)cc1	3	0.6	1.1	1	-0.2	-3	-3.1	-7	-1.2	-1.9	0.5
CCOc1ccc(N(C(=O)Cn2nnc3ccccc32)C(C(=O)NC(C)(C)CC)c2cccn2C)cc1 (stereo unspecified)	-2	0.3	1.1	-3	-2.2	2	0.6	-17	-0.8	0.1	-0.6
CCOc1ccc(S(=O)(=O)Nc2ccccc2SC)c2cccnc12	-6	-0.6	0.5	1	-0.7	1	-1.2	-1	-0.1	-1.2	0.4
Cc1ccc(NS(=O)(=O)c2ccc3c(c2)CCC(=O)N3)cc1C	-13&-17	-0.2&0.0	0.8	-4&-2	1.2&1.0	-4&-5	-2.3&-2.8	-5&-9	-1.8&-1.3	-1.8&-2.0	-2.4&0.1
CC(C)NC(=O)C(=O)NCc1ccccn1	-1	0.2	-0.6	0	1.5	5	-1.0	-2	-1.4	-1.4	0.7
Cc1nn(Cc2ccccc2)c(Cl)c1/C=C1\NC(=S)NC1=O	2	-0.2	3.2	-4	2.7	-6	-1.2	-1	-1.7	-1.1	2.1
Cc1cccc(OCC(=O)N/N=C/c2ccc3c(c2)OCO3)c1	-3	-0.5	-1.4	1	0.0	-2	1.4	-1	1.2*	0.0	-0.2
Cc1ccccc1CN1CCCCC(NC(=O)c2ccccc2C)C1=O (stereo unspecified)	2	-0.2	·	-1	·	-3	-0.3	-1	-0.9	-0.4	-1.3
CCOC(=O)C1CCCN(CCCc2ccccc2)C1 (stereo unspecified)	2&5	0.0	0.3&0.0	4	-1.3&-0.6	2&0	-0.2	-3	-1.1	1.1	0.4
Cc1noc(C)c1NC(=O)Nc1ccc2c(c1)C(=O)N([C@@H](C)CO)C[C@@H](C)[C@H](CN(C)C(=O)Nc1cccc3ccccc13)OCCCC[C@H](C)O2	2	-0.9	0.4	-3	-0.5	4	1.4	-7	-1.2	1.2	-0.8
CCOC(=O)C(C(=O)Nc1ccccc1C)C1CCCCC1 (stereo unspecified)	0	0.6	-1.7	6	1.7	-1	2.6	1	-0.9	-1.0	0.5
CCCCN1CC[C@H]2C=CC[C@@H](C(=O)Nc3ccc(OC)cc3)[C@H]2C1=O	2	0.3	0.7	2	-1.9	0	2.4	3	-1.0	1.0	0.6
Cc1ccc(C(=O)NNC(=O)c2n[nH]c(=O)c3ccccc23)cc1C	-2	0.5	0.7	-1	0.2	-3	1.3	-2	-1.2	-0.2	0.7
Cc1cccc(OC(=O)NCCOC(=O)N(O)c2ccc(Cl)cc2)c1	4	0.9	-1.5	-1	-0.6	0	-0.9	-58	-1.4	-0.9	0.6
(list continues)
SMILES	NPR1 activator	proKLK7 act	DAX1 inh-1	SMARCA2 act	GAA850 FXN act	NPR2 activator	hgDAF12 agonist	HGIII-sPLA2 inh	ssDAF12 agonist	hcDAF12 agonist	DAX1 inh-2
Cc1cc(S(=O)(=O)N2CCCC2)ccc1OCC(=O)NCc1ccco1	1	0.9	-0.9	-2	-1.5	2	0.6	0	-0.5	-0.4	-0.5
O=C(NC1CCCCC1)N1CCN(c2ncccn2)CC1	0	-0.3	1.3	1	-0.8	-2	3.2	1	-0.5	-0.9	0.2
COc1cccc(-c2ncc3ccccc3c2COC(=O)c2ccc(C(F)(F)F)cc2)c1	1	0.4	-0.6	2	0.4	6	0.0	0	-0.8	-1.7	0.1
Cc1cccc(C(=O)NC(C(=O)Nc2ccc(S(=O)(=O)Nc3nccs3)cc2)C(C)C)c1 (stereo unspecified)	1	0.2	1.5	-1	0.5	1	-0.6	-37	-1.4	-0.1	0.3
Cc1ccc(C(=O)Nc2cccc(S(=O)(=O)N3CCOCC3)c2)cc1[N+](=O)[O-]	0	0.4	-1.3	-2	-2.4	-7	-0.4	-7	-1.2	-2.0	-0.1
COCc1cc(C)nc(SCC(=O)Nc2cc3c(cc2C#N)OCO3)c1C#N	-2	1.5	1.2	-1	-0.2	-1	3.3	2	-0.9	1.1	-1.1
COc1ccc(OC)c(CNC(=O)c2nn(C)c3c2CS(=O)(=O)c2ccccc2-3)c1	-4	-0.1	1.1	-3	0.6	-4	-0.9	8	-1.3	0.3	3.2
O=CNc1ccc2c(c1)Cc1cc([N+](=O)[O-])ccc1-2	7	0.2	-2.8	4	-2.4	7	7.6	0	-1.0	0.2	-4.1
CCCN(CCC)S(=O)(=O)c1ccc(NC(=O)COc2ccccc2)cc1	1	0.2	-0.3	3	0.3	-2	0.6	-36	-1.8	-2.6	-1.0
COc1ccc(CCC(=O)NCc2cn3ccc(C)cc3n2)cc1	1	-0.6	1.6	-2	-1.3	-2	-2.9	3	0.3	-1.6	-0.1
O=S(=O)(NC1CCc2ccccc21)c1ccc(S(=O)(=O)N2CCCC2)cc1 (stereo unspecified)	-2	0.1	-1.6	-4	0.5	1	-2.5	-15	-1.1	-0.9	-0.9
Cn1c(SCC(=O)Nc2ccc(NC(=O)c3cccs3)cc2)nnc1-c1ccncc1	-3	51*	-0.7	-2	-0.9	1	-3.4	9	-1.4	-0.2	-0.7
Cc1nnc(NC(=O)c2c(-c3ccccc3)noc2C)s1	0	-0.2	1.2	-3	-3.2	3	0.0	1	-1.1	-1.9	2.2
COc1ccc(OC)c(/C=N/n2c(-c3n[nH]c4c3CCC4)n[nH]c2=S)c1	1	-3.5	-0.2	-4	-1.5	-2	0.5	18	-2.0	-0.5	-0.1
CCCn1c(=O)c2ccccc2n2c(SCC(N)=O)nnc12	3	0.3	-0.3	-2	1.3	-4	0.6	4	-1.1	-0.7	-0.3
Cc1nc(-c2ccc(C(=O)NCCO)cc2)cs1	4	-0.6	1.0	5	2.2	1	9.7	0	-0.9	-0.3	-0.4
CC1CCc2nn(CC(=O)NC3CCCC3)cc2C1 (stereo unspecified)	1	0.8	2.8	0	-0.3	2	7.2	-1	-0.1	0.6	0.6
O=C(CSc1nnc2ccccn12)NNC(=O)c1ccccc1	-1	-0.2	-0.8	-3	0.4	7	-2.1	-2	-1.2	-1.7	0.9
O=c1cc(O)n(-c2ccc(F)cc2)c(=S)[nH]1	3	0.3	1.3	-1	1.0	5	-0.1	3	-1.2	-0.6	0.2
CCOc1ccc(C(=S)N2CCOCC2)cc1	-2	-0.2	-0.7	-2	3.1	-2	-1.2	3	-1.5	-0.8	1.6
O=C(O)c1ccc(N/N=C2/CCSc3ccc(F)cc32)cc1	6	0.9	-0.5	0	1.6	-4	0.0	-28	-0.3	-0.8	0.2
CCOc1ccc(-n2nnnc2SCC(=O)Nc2ccc(NC(C)=O)cc2)cc1	-2	-0.3	-0.7	-2	-2.7	2	0.7	-4	-1.2	-1.7	0.1
CCOC(=O)C1Nc2ccc(OC(F)(F)F)cc2C2C=CCC12 (stereo unspecified)	0	0.7	-0.9	2	2.8	5	0.3	-3	-0.4	-0.6	-0.3
Cn1c(=O)c(NC2CCCCC2)c2c3c(cccc31)C(=O)c1ccccc1-2	17	1.4	-0.9	-1	1.3	8	-0.2	-66	-1.0	-0.3	0.8
CCCCN(C(=O)C1CCN(C(=O)c2ccccc2C)CC1)c1c(N)n(CCC)c(=O)[nH]c1=O	0	-0.5	-0.1	0	1.0	-2	1.7	8	-0.5	-1.6	1.9
COC(=O)c1ccccc1NS(=O)(=O)c1cn(C)c(=O)n(C)c1=O	3	-0.2	1.2	-1	-1.8	1	-2.2	3	-0.3	0.9	-0.1
CCCCN(CC)CCCNC(=S)Nc1ccc2nc(N3CCN(C)CC3)cc(C)c2c1	3	3.7	2.0	2	-0.4	0	8.9	4	-1.2	-1.1	0.0
O=C(CSc1nnc(CNC(=O)c2cccs2)o1)Nc1ccc2c(c1)OCO2	3	-1.2	0.4	-2	-1.3	-4	1.2	-3	-0.7	1.3	-0.8
O=C(Nc1ccc(S(=O)(=O)N2CCCC2)cc1)c1ccc([N+](=O)[O-])cc1	2	0.8	-0.2	-1	0.9	-3	-0.7	-5	-0.6	1.3	-0.2

Some of the entries above, reformatted.
| Structure | NPR1 activator | proKLK7 act | DAX1 inh-1 | SMARCA2 act | GAA850 FXN act | NPR2 activator | hgDAF12 agonist | HGIII-sPLA2 inh | ssDAF12 agonist | hcDAF12 agonist | DAX1 inh-2 |
| --- | --- | --- | --- | --- | --- | --- | --- | --- | --- | --- | --- |
| Cc1ccccc1CN1CCCCC(NC(=O)c2ccccc2C)C1=O (stereo unspecified) | 2 | -0.2 | · | -1 | · | -3 | -0.3 | -1 | -0.9 | -0.4 | -1.3 |
| CCOC(=O)C1CCCN(CCCc2ccccc2)C1 (stereo unspecified) | 2&5 | 0.0 | 0.3&0.0 | 4 | -1.3&-0.6 | 2&0 | -0.2 | -3 | -1.1 | 1.1 | 0.4 |
| CCOC(=O)NC(=O)c1cn(CCN(C)C)c(=O)[nH]c1=O | 3 | 0.2 | 1.4 | -2 | 4.2 | 5 | 2.2 | 0 | -1.7 | -0.6 | -0.1 |
| CCOc1ccc(C(=S)N2CCOCC2)cc1 | -2 | -0.2 | -0.7 | -2 | 3.1 | -2 | -1.2 | 3 | -1.5 | -0.8 | 1.6 |
